# Bcl-XL Bim block: inhibitors of Bim-Bcl-XL interaction, human; Q07817; Bim peptide-Bcl-XL binding, bead flow cytometry, fluorescence; inhibition, % at 10 µM; actives 0.04% (n = 190,000)
# RGS4-Gao reg: modulates binding of RGS4 to human Galphao; AID 1415; Multiplexed bead flow cytometry; actives lie on both sides; actives 0.33% (n = 220,000); binding response (% of control), % at 10 µM; P09471; in the data active = binding response below about 49% or above about 150%; inactive = in between;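 also: fluorescent Galphao activated with aluminum fluoride binding bead-coupled RGS4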
# ABCB1 block: inhibitors of human ABCB1 transporter, ABCG2 counter-screen; P08183; actives 0.067% (n = 190,000); CCRF-Adr cells, JC-1 efflux, flow cytometry; inhibition, % at 6.6 µM; AID 1326; in the data active = inhibition above about 40%;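 also: 0% = vehicle and 100% = reference inhibitor; higher value means more JC-1 retained so stronger ABCB1 efflux block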
# Target sequence (P08183 whole entry, looked up): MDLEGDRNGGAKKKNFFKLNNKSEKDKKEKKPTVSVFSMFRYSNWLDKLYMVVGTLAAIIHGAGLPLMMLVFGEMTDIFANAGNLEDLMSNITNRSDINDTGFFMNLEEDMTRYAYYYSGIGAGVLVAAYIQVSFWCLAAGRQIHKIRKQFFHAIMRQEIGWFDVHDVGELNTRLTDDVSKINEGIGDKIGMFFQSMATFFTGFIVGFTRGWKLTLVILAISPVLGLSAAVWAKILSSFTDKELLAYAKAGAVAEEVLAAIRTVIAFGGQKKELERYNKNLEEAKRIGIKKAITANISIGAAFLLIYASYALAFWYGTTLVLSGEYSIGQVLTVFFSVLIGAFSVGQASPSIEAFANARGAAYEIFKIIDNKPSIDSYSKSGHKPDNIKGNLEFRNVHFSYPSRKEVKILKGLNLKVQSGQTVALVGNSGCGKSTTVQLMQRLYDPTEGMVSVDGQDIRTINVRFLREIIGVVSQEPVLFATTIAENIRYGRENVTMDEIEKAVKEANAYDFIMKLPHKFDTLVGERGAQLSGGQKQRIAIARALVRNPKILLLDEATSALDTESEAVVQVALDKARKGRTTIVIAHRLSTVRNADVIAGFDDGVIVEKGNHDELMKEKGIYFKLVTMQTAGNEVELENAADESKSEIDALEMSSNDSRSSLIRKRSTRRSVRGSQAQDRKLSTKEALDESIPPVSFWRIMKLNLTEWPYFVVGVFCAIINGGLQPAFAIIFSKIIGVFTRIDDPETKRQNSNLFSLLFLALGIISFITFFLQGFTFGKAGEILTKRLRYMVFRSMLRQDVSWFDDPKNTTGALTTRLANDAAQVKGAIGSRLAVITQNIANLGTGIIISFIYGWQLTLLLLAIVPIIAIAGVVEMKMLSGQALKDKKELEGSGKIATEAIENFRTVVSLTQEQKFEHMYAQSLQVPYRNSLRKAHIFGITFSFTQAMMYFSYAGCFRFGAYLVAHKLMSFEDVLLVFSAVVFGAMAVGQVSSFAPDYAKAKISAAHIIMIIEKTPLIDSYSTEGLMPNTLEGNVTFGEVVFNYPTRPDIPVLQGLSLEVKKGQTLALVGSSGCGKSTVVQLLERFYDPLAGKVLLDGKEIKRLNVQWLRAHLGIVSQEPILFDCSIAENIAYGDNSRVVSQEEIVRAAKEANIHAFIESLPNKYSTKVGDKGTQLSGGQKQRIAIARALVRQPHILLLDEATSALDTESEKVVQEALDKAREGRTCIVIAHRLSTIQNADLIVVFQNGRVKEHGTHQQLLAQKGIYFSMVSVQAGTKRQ
# Bim-Bfl-1: human Bim-Bfl-1 interaction inhibition; Q16548; Bead-based flow cytometry, Bim-Bfl-1 binding inhibition; inhibition, % at 10 µM; actives 0.12% (n = 190,000); AID 1008;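 also: 0% = wells without compound plus tracer and 100% = blocker peptide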
# Bim-Mcl-1: inhibitors of Bim-Mcl-1 interaction, human; Q07820; Bead-based flow cytometry, Bim peptide-Mcl-1 binding; inhibition, % at 10 µM; actives 0.1% (n = 190,000); AID 1009;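 also: 0% = no compound tracer wells and 100% = peptide blocker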
# ABCG2 inh: human ABCG2 inhibition, ABCB1 as counter-screen | AID 1325 | actives 0.1% (n = 190,000) | IgMXP3 cells, JC-1 efflux, flow cytometry | inhibition, % at 6.6 µM;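 active = inhibition above 80%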;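 also: 0% = DMSO and 100% = nicardipine control wells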
#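 Measure – % inhibition of efflux relative to nicardipine and DMSO · Test system – ABCG2 IgMXP3 and barcoded ABCB1 CCRF-Adr cell mix · Control set – nicardipine as high control, DMSO as low control · Compound – one concentration, 6.6 µM final · Signal – flow cytometry of retained JC-1 fluorescence · Timing – 10 min exposure at 25 °C with rotation, no wash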
# Bcl-W Bim block: disrupts Bim peptide binding to human Bcl-W; inhibition, % at 10 µM; bead-based flow cytometry; actives 0.02% (n = 190,000); Q92843;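 also: 0% = bound tracer without compound and 100% = peptide blocker; higher means less fluorescent Bim peptide bound to Bcl-W beads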
# Bim-Bcl-B: human Bim-Bcl-B interaction inhibition. actives 0.073% (n = 190,000). AID 951. inhibition, % at 10 µM. bead-based flow cytometry, Bim peptide-Bcl-B binding;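 also: 0% = tracer peptide without compound and 100% = reference inhibitor peptide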
# Bcl-2 Bim block: disrupts Bim peptide binding to human Bcl-2 | AID 950 | inhibition, % at 10 µM | actives 0.06% (n = 190,000) | P10415 | Bead-based flow cytometry, Bim peptide-Bcl-2 binding; in the data active = inhibition above about 40%; inconclusive = no clear call, values can overlap the other calls;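 also: 0% = no compound wells with probe peptide and 100% = reference peptide inhibitor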
# RGS7-Gao: modulates binding of RGS7 to human Galphao. binding response (% of control), % at 10 µM. Multiplexed bead flow cytometry; actives lie on both sides. P09471. actives 0.35% (n = 220,000); in the data active = binding response below about 49% or above about 150%; inconclusive = no clear call, values can overlap the other calls; inactive = in between;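 also: fluorescent Galphao held in activated GDP-AlF4 state binding bead-coupled RGS7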
# RGS8-Gao: regulators of human RGS8-Galphao interaction | P09471 | multiplexed bead flow cytometry, RGS8-Galphao binding; actives lie on both sides | response (percent of control binding), % at 10 µM | actives 0.34% (n = 220,000); in the data active = response below about 60% or above about 140%; inactive = in between;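 also: Galphao activated as the GDP aluminium fluoride complex binding bead-coupled RGS8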
# The depositor's hits bear a star; ? = inconclusive; · = no result given. Rule as the data show it, unless noted: active = inhibition above about 40%.
SMILES,Bcl-XL Bim block,RGS4-Gao reg,ABCB1 block,Bim-Bfl-1,Bim-Mcl-1,ABCG2 inh,Bcl-W Bim block,Bim-Bcl-B,Bcl-2 Bim block,RGS7-Gao,RGS8-Gao
CN1CC(=O)N(CC(=O)Nc2ccc(SC(F)F)cc2)C1=O,-4.0,100.2,-2.5,-6.0,-2.0,-6.5,-3.0,-3.0,-4.0,99.4,102.9
Cc1cc2c3c(c1C)C1(C(=O)N3C(C)(C)CC2C)C(C#N)=C(N)OC2=C1C(=O)CC(C)(C)C2 (stereo not drawn),0.0,100.4,-5.6,-1.0,-1.0,-5.4,-2.0,-2.0,0.0,97.3,99.8
CCOc1cccc(C(=O)NC(c2ccccc2)C(C)C)c1 (stereo not drawn),-1.0,101.2,0.2,-3.0,1.0,25.5,-1.0,-3.0,-4.0,?,101.9
CC(=O)Nc1cccc(NS(=O)(=O)c2ccccc2[N+](=O)[O-])c1,0.0,97.1,1.0,-3.0,1.0,2.6,0.0,-4.0,0.0,95.4,98.2
Clc1ncc2[nH]cnc2n1,-1.0,98.9,0.3,-2.0,-1.0,7.3,0.0,-6.0,-2.0,101.7,99.3
COc1cc(NS(=O)(=O)c2ccc(NC(=S)NC(=O)c3sc4ccccc4c3Cl)cc2)ncn1,-6.0,94.7,-1.7,-1.0,-2.0,-2.5,-1.0,-4.0,-5.0,94.5,94.3
COc1ccccc1NC(=O)Nc1c(C)nn(C)c1C,0.0,95.8,2.7,-4.0,0.0,8.0,2.0,-4.0,-1.0,?,97.9
CCOC(=O)N/N=C(/c1ccccc1)C1CCCCC1,-3.0,100.4,-0.5,-5.0,-1.0,-1.3,-6.0,-4.0,-4.0,?,99.0
O=C(O)C1C2C=CC(C2)C1C(=O)Nc1cccc(F)c1 (stereo not drawn),4.0,100.8,-0.1,-10.0,-1.0,2.6,0.0,-12.0,-7.0,104.1,103.5
Nc1cc(=O)[nH]c(SCc2nc3ccccc3n2Cc2ccccc2)n1,-15.0,101.1,0.1,-2.0,-19.0,-0.1,-4.0,-12.0,-51.0,96.3,104.0
CC(C)c1nnc(NC(=O)CCCCCN2C(=O)C3C4C=CC(C4)C3C2=O)s1 (stereo not drawn),-2.0,102.1,0.5,-8.0,2.0,1.1,0.0,-7.0,-7.0,101.2,101.7
COc1ccc(S(=O)(=O)NCCCCNS(=O)(=O)c2ccc(OC)cc2)cc1,-13.0,95.9,-0.1,-21.0,-7.0,8.5,-3.0,-12.0,-12.0,94.5,96.7
FC(F)(F)c1cccc(NC(=S)NCC(c2cccnc2)N2CCOCC2)c1 (stereo not drawn),-6.0,106.8,-1.6,-7.0,-5.0,-10.3,-4.0,-3.0,-9.0,108.6,104.7
Cc1ccc(-c2csc(C3C(N)=NC(S)=C(C#N)C34CCCCC4)n2)cc1 (stereo not drawn),-7.0,97.1,0.1,-11.0,-1.0,0.4,1.0,-7.0,-6.0,93.2,91.6
COc1ccc(CCNC(=O)c2cc(=O)[nH]c3ccc(Br)cc23)cc1OC,-11.0,102.2,0.1,1.0,-6.0,2.1,-6.0,-5.0,-1.0,100.6,102.6
COc1ccc2[nH]c3c(=O)n4c(nc3c2c1)SCC4,-3.0,102.7,-0.2,-2.0,8.0,4.6,-2.0,2.0,-1.0,96.6,104.9
Nc1nc(Nc2cccc(F)c2)nc2ccccc12,-3.0,98.3,0.3,-8.0,-2.0,3.0,0.0,-3.0,-4.0,101.3,99.1
FCCCOc1ccc(CN2CCN(c3ccccc3F)CC2)cc1,-2.0,99.1,0.4,-5.0,0.0,2.0,1.0,1.0,-3.0,100.3,101.9
O=C(O)CSCC(=O)NCc1ccccc1Cl,0.0,95.9,1.3,-5.0,0.0,5.8,-1.0,-2.0,-2.0,88.6,95.8
COc1ccc(N2C(=O)c3ccccc3NC23CCCCC3)cc1,-1.0,100.6,0.3,-11.0,-1.0,0.5,0.0,-4.0,-7.0,99.4,101.0
CCOC(=O)C(=O)Nc1ccc(F)cc1,0.0,101.4,0.1,-8.0,2.0,0.1,2.0,-8.0,-2.0,102.1,99.9
CCn1c(SCC(=O)Nc2cc(NC(C)=O)ccc2OC)nnc1-c1ccncc1,1.0,101.2,0.0,-8.0,-2.0,0.5,-2.0,-3.0,-1.0,97.8,99.7
COc1ccc(C2(NC(C)=O)CCN(C(=O)c3cccs3)CC2)cc1,-3.0,103.0,1.1,0.0,-4.0,4.0,-2.0,-7.0,1.0,102.6,102.4
O=C(C#Cc1ccccc1)c1cccc([N+](=O)[O-])c1,2.0,90.7,0.1,22.0,0.0,0.5,7.0,-1.0,1.0,95.7,86.1
CSc1ccccc1NC(=O)CN(C)Cc1cc(=O)n2ccsc2n1,-3.0,95.2,0.2,-4.0,0.0,12.5,-1.0,-3.0,0.0,84.1,100.9
N#Cc1nc(-c2cccc(Cl)c2)oc1NCc1cccnc1,-2.0,101.8,0.1,-12.0,5.0,5.1,1.0,-4.0,-5.0,101.8,101.6
CCc1sc(N(C(=O)Cc2ccccc2)c2cccc(F)c2)nc1-c1ccc(C)cc1,0.0,103.2,0.3,-2.0,-1.0,1.5,-2.0,-1.0,-3.0,102.2,99.9
CCCNC(=O)Cn1c(=O)oc2ccccc21,-7.0,95.6,-0.8,-4.0,-5.0,-3.7,-2.0,-2.0,2.0,96.5,97.3
Cc1ccc(N=Cc2cccc(O)c2O)c(C)c1,0.0,70.2,0.4,1.0,1.0,2.2,0.0,-2.0,0.0,68.3,81.5
CC/C(C)=N/NC(=S)NCc1ccco1,-3.0,102.5,0.1,2.0,-1.0,5.0,0.0,-7.0,-3.0,99.9,107.7
O=C(c1cccc([N+](=O)[O-])c1)n1nc(-c2ccccc2)nc1NCc1ccccc1,-6.0,100.2,0.2,-3.0,-9.0,41.4,-5.0,-6.0,-6.0,100.2,100.8
Nc1ccc(-c2cc(N)n(-c3ccccc3)n2)cc1,0.0,78.6,-0.7,-1.0,-3.0,-1.9,-3.0,-2.0,-1.0,102.3,92.8
COc1ccccc1NC(=O)N1CCN(S(C)(=O)=O)CC1,1.0,100.8,1.0,-3.0,1.0,1.4,0.0,1.0,0.0,?,100.3
CC(C)Cc1csc(NC(=O)c2ccc(F)cc2)c1C(=O)O,-5.0,101.6,0.0,-6.0,-1.0,0.0,-2.0,-6.0,-6.0,99.7,102.5
O=C(COc1cccc2cccnc12)Nc1ccccc1N1CCOCC1,-3.0,98.0,1.0,-4.0,0.0,14.5,-2.0,-6.0,-2.0,101.2,100.2
O=C(NC(NNc1ccc([N+](=O)[O-])cc1)(C(F)(F)F)C(F)(F)F)c1ccccc1Cl,-1.0,107.3,0.9,-1.0,2.0,2.7,-2.0,1.0,2.0,102.5,100.4
CN1CCN(c2ccc([N+](=O)[O-])cc2/C=N/NC(=O)c2ccc(F)cc2)CC1,-3.0,102.2,0.6,0.0,-1.0,2.5,-3.0,0.0,1.0,100.5,101.7
CCCCc1ccc(NC(=S)Nc2ccc(Cl)c(S(=O)(=O)N(C)C)c2)cc1,-2.0,97.0,37.6,2.0,-6.0,-0.8,-2.0,-7.0,0.0,96.2,99.6
CCOc1ccc(NC(=S)NC(=O)c2c(Cl)cnn2CC)c([N+](=O)[O-])c1,-1.0,101.9,0.2,0.0,-2.0,0.7,0.0,-4.0,0.0,101.6,100.7
CC#CCCC(=O)N1C=Cc2ccccc2C1C#N (stereo not drawn),-4.0,103.0,0.1,0.0,-2.0,1.3,0.0,0.0,1.0,101.5,104.9
CCc1cc2c(CN3CCN(C)CC3)cc(=O)oc2cc1O,1.0,115.9,-5.7,-2.0,-3.0,-4.3,2.0,0.0,1.0,115.3,109.9
NNC(=O)COc1ncn(-c2ccccc2)n1,0.0,99.5,0.3,0.0,0.0,1.5,0.0,0.0,0.0,101.6,100.3
CC1(C)SC(=S)N(NC(=O)Nc2cccc3ccccc23)C1N(O)C(=O)Nc1ccccc1 (stereo not drawn),-2.0,91.4,-0.4,-12.0,-2.0,-4.4,0.0,-2.0,-11.0,93.2,87.6
Cc1ccccc1OCC(=O)N/N=C/c1ccccn1,0.0,101.2,-0.8,8.0,64.0*,1.9,-1.0,3.0,0.0,99.8,101.6
COc1ccc(-n2c(-c3cccc(C)c3[N+](=O)[O-])n[nH]c2=S)cc1,2.0,101.7,-0.1,-5.0,-5.0,2.2,-2.0,-16.0,-8.0,98.5,101.1
Cc1ccc(C(=O)N2CCC(C(=O)NCc3cccnc3)CC2)cc1,-1.0,·,0.6,4.0,-2.0,0.1,-5.0,-3.0,1.0,·,·
COc1ccc(OC)c(C2C3CN(C(C)C)CC=C3C(C#N)=C(N)C2(C#N)C#N)c1 (stereo not drawn),-3.0,99.0,0.3,-4.0,-5.0,0.5,-4.0,-1.0,-1.0,99.7,98.8
CCC1SC(CC)C(=O)N(CC(=O)NCc2ccc(F)cc2)C1=O (stereo not drawn),-3.0,93.9,2.3,-4.0,-2.0,9.8,0.0,-8.0,-6.0,88.8,97.5
CCOC(=O)c1sc2ccccc2c1OC(=O)c1ccccc1OC,4.0,93.2,0.7,4.0,1.0,28.6,3.0,3.0,3.0,85.7,95.3
Cc1ccccc1-c1nn(-c2ccc(F)cc2F)cc1CNCCCN(C)C,-1.0,100.5,-0.2,2.0,-1.0,-0.5,-4.0,-1.0,-1.0,95.1,103.7

# 3 compounds out of the list above, ordered by the number in Bim-Mcl-1, falling.
mol | Bcl-XL Bim block | RGS4-Gao reg | Bim-Bfl-1 | Bim-Mcl-1 | Bcl-W Bim block | Bim-Bcl-B | Bcl-2 Bim block | RGS7-Gao | RGS8-Gao
Cc1ccccc1OCC(=O)N/N=C/c1ccccn1 | 0.0 | 101.2 | 8.0 | 64.0* | -1.0 | 3.0 | 0.0 | 99.8 | 101.6
CCOC(=O)c1sc2ccccc2c1OC(=O)c1ccccc1OC | 4.0 | 93.2 | 4.0 | 1.0 | 3.0 | 3.0 | 3.0 | 85.7 | 95.3
COc1ccc(-n2c(-c3cccc(C)c3[N+](=O)[O-])n[nH]c2=S)cc1 | 2.0 | 101.7 | -5.0 | -5.0 | -2.0 | -16.0 | -8.0 | 98.5 | 101.1

# Next part:
SMILES,Bcl-XL Bim block,RGS4-Gao reg,ABCB1 block,Bim-Bfl-1,Bim-Mcl-1,ABCG2 inh,Bcl-W Bim block,Bim-Bcl-B,Bcl-2 Bim block,RGS7-Gao,RGS8-Gao
NS(=O)(=O)c1ccc(CCNC(=O)/C=C/c2cccc([N+](=O)[O-])c2)cc1,3.0,100.5,-0.1,0.0,7.0,0.1,4.0,3.0,2.0,101.7,101.3
N/C(=N\OC(=O)Cc1ccccc1[N+](=O)[O-])c1ccccn1,-6.0,101.1,1.1,-2.0,0.0,4.3,-2.0,-2.0,-2.0,104.3,101.6
CCC(=O)N1CCN(c2ccc(NC(=O)c3c(F)c(F)c(OC)c(F)c3F)cc2)CC1,-7.0,99.7,0.5,-9.0,0.0,2.3,0.0,-8.0,-7.0,99.7,102.3
CCCn1nnc(NC(=O)Cc2ccccc2)n1,-2.0,101.9,0.4,-1.0,-2.0,0.1,-2.0,-3.0,-6.0,100.1,103.0
COc1cc(=O)[nH]c(=O)n1CC(=O)c1ccccc1,0.0,103.1,0.2,-14.0,-1.0,2.7,-3.0,-6.0,-9.0,99.4,105.0

# Assay outcomes: PubChem BioAssay, NMMLSC
